Screening data: PubChem, several laboratories
LAP4-GFP MLPCN – modulators of TOR pathway LAP4-GFP in S. cerevisiae; S. cerevisiae LAP4-GFP multiplex, flow cytometry GFP, 3 h; median GFP as percent of DMSO wells; GFP response vs DMSO, % at 10 µM; 0.34% of 320,000 active;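 active means GFP response vs DMSO above a set limit, about the screen mean plus 3 SD, cut at about 150% in these data; inconclusive means under 70 cell events counted for the yeast strain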
RPL19A-GFP yeast – yeast TOR pathway RPL19A-GFP modulation | S. cerevisiae RPL19A-GFP strain, flow cytometry, 3 h; stronger effect = lower value | percent response vs DMSO, % at 10 µM | 0.3% of 330,000 active | AID 2025;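 active means percent response vs DMSO below 50%; inconclusive means fewer than 70 events counted for the yeast strain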;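 further: median channel GFP fluorescence of the barcoded RPL19A-GFP strain; ratio of sample median GFP to plate DMSO average so 100% = DMSO; lower means less RPL19A-GFP as with rapamycin TOR inhibition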
MEP2-GFP yeast – alters MEP2-GFP fluorescence in TOR pathway yeast screen; S. cerevisiae MEP2-GFP strain, flow cytometry GFP, 3 h; 100% = DMSO control level; GFP response vs DMSO, % at 10 µM; 0.51% of 330,000 active; AID 2016;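 active means GFP response versus DMSO above a set limit, roughly screen mean plus 3 SD, cut at about 180% in these data; inconclusive means fewer than 70 cells counted for a yeast strain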;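 further: median GFP fluorescence of the barcode-gated MEP2-GFP cells per well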
CIT2-GFP yeast – yeast TOR pathway CIT2-GFP modulation. S. cerevisiae CIT2-GFP strain, flow cytometry, 3 h; 100 means same as DMSO wells. GFP response vs DMSO, % at 10 µM. 0.065% of 320,000 active. AID 2029;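 active means GFP response relative to DMSO above a set limit, near the screen mean plus 3 SD, cut at about 150% in these data; inconclusive means Fewer than 70 cells measured for a yeast strain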;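 further: ratio of well median GFP fluorescence to mean of DMSO wells on the plate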
AGP1-GFP MLPCN – modulators of TOR pathway AGP1-GFP in S. cerevisiae | S. cerevisiae AGP1-GFP multiplex flow cytometry, 3 h; GFP as percent of DMSO wells | 0.02% of 320,000 active | GFP response vs DMSO, % at 10 µM;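 active means GFP response relative to DMSO above a set limit, near screen average plus 3 SD, cut at about 150% in these data; inconclusive means fewer than 70 cells counted for the yeast strain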;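 further: median GFP channel fluorescence of the gated AGP1 strain per well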
proCasp7 act – counter-screen for procaspase-3 activators: activators of human procaspase-7; P55210; recombinant procaspase-7, Ac-DEVD-pNA absorbance 405 nm; D23A/D198A/D206A triple mutant, cannot self-cleave; scale: DMSO 0, 5 µM enzyme 100; activation, % at 8.5 µM; 0.093% of 330,000 active; AID 463210;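 active means percent activation above the screen-wide mean plus 3 SD, cut at about 25% in these data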
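Assay system: Uncleavable procaspase-7 mutant enzyme; Input: 2 µM procaspase-7 mutant as dispensed; Also added: DEVD-pNA substrate; Medium: Zinc-free HEPES pH 7.4 with 300 mM NaCl, 0.01% Triton X-100; Timing: 1 h compound preincubation, 2 h substrate cleavage, 25 °C; Measured by: Epi-absorbance of released pNA at 405 nm, two timepoints.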
AHR act – human AHR activation; activation, % at 5 µM; AID 2796; 2.5% of 320,000 active; AHR-responsive luciferase reporter cells, luminescence; in the data active means activation above about 47%;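 further: 0% = vehicle wells and 100% = reference agonist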
Target sequence (P35869 whole entry, looked up): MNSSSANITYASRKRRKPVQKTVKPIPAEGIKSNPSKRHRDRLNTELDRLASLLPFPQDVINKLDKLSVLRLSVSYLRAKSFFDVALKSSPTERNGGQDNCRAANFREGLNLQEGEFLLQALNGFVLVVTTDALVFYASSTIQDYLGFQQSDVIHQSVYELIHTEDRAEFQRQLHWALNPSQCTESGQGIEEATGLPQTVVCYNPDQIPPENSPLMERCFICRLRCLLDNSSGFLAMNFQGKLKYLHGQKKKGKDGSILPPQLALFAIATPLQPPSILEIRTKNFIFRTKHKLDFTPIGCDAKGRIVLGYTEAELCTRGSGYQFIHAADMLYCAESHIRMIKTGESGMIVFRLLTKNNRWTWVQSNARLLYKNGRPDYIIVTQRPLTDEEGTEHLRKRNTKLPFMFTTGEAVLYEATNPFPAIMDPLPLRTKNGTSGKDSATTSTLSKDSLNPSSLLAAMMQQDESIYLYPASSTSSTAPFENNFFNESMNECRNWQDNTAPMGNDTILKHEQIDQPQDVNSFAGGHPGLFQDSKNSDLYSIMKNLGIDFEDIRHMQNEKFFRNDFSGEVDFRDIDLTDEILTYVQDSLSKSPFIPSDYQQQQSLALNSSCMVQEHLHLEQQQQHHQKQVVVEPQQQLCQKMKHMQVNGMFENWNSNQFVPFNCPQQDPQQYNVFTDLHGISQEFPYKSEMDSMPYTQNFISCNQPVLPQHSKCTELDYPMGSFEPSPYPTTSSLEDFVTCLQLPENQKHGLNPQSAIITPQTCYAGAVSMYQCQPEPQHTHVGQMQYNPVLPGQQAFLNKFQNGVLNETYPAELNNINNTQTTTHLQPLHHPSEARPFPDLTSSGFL
procasp3 activ – activators of human procaspase-3. activation, % at 8.5 µM. 0.11% of 330,000 active. AID 463141. recombinant procaspase-3 D3A, Ac-DEVD-pNA absorbance 405 nm. P42574;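 active means activation above the mean of all tested compounds plus 3 SD, cut at about 21% in these data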;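 further: 0% = DMSO alone and 100% = DMSO wells spiked with extra 5 µM PC-3 D3A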
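Assay system: Procaspase-3 D3A mutant, all three cleavage aspartates alanine. Buffer or medium: Zinc-free HEPES saline buffer with Triton X-100. Times: 1 h compound preincubation, 2 h substrate hydrolysis at 25 °C. Measured by: 405 nm absorbance of p-nitroaniline, reads at 0 and 120 min. Read-out basis: percent activation relative to control range. Replicates: singlicate.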
Starred values were filed as active, the others as inactive; ? = inconclusive; . = not tested or not shown.

Molecule	LAP4-GFP MLPCN	RPL19A-GFP yeast	MEP2-GFP yeast	CIT2-GFP yeast	AGP1-GFP MLPCN	proCasp7 act	AHR act	procasp3 activ
COC(=O)C(F)(F)Sc1c(C)[nH]c2ccccc12	94	95	95	.	91	-9	15	5
O=C(O)c1nc(N2CCCC2)ncc1Cl	103	99	92	103	103	-2	1	6
COc1ccccc1OCC(=O)NNC(=O)C(=O)N1CCCC1	95	95	106	90	96	-4	1	9
CC(NC(=O)c1ccncc1)c1ccccc1 (stereo unspecified)	97	100	103	105	97	10	-1	4
COc1ccccc1CP(=O)(c1ccccc1)c1ccccc1	108	108	105	116	114	13	4	-1
Cc1noc(C)c1S(=O)(=O)Nc1ccccc1Oc1ccccc1	109	96	86	88	101	3	-2	6
Clc1ccccc1-c1nn2c(-c3ccncc3)nnc2s1	112	96	104	101	90	-1	-7	-8
CN(C)c1cc[n+](/C(C(=S)Nc2ccc(SC(F)F)cc2)=C(/[O-])c2ccccc2)cc1	105	101	99	104	100	-26	0	-5
CN(C)Cc1cccc([N+](=O)[O-])c1O	101	105	105	100	108	-3	-2	0
COc1ccc(COC(=O)N/N=C/c2cccs2)cc1	84	106	103	110	102	7	3	5
Cn1c(N2CCN(C(=O)Nc3ccc(C(F)(F)F)cc3)CC2)nc2ccccc21	89	95	99	98	90	-5	7	5
COc1ccccc1CCNC(=O)CCCn1nc(C)c2c(C)n(-c3ccc(C)cc3)nc2c1=O	99	99	95	102	101	7	0	9
Cc1ccc(-n2ncc3c2CCCC3NC(=O)CCN2CCCC2=O)cc1C (stereo unspecified)	98	98	99	98	99	0	1	-2
CC1CCc2sc(C(=O)NCCCn3ccnc3)cc2C1 (stereo unspecified)	102	94	106	98	98	2	51*	-6
O=S(=O)([O-])CCC[N+]1(CC#Cc2ccccc2)CCCCC1	109	92	101	92	90	5	0	-8
Cc1cc(C)n(-c2ncc3c(n2)N(C)CCOC3=O)n1	106	102	96	103	110	1	4	4
COC(=O)CCCNS(=O)(=O)c1ccc2ccccc2c1	93	98	103	100	102	15	-2	0
Cc1cc(N2CCCC2)nc2ccc(NC(=S)NCCCOC(C)C)cc12	94	101	98	97	102	-9	6	-9
Cn1c(N)c(S(=O)(=O)NCc2ccc(Cl)cc2)c(=O)n(C)c1=O	100	105	108	108	102	6	-3	-3
NC(CSS(=O)(=O)O)=NCCC12CC3CC(CC(O)(C3)C1)C2	94	98	97	91	96	-20	1	-16
COc1ccc(N(C(=O)c2ccc(Br)o2)C2C=CS(=O)(=O)C2)cc1 (stereo unspecified)	91	96	93	.	96	0	-2	3
CCOC(=O)C1CCN(c2c(NCc3ccc(C(=O)NC4CCCC4)cc3)c(=O)c2=O)CC1	95	97	96	100	97	-1	-1	13
CCc1ccc(S(=O)(=O)N2CCN(c3ccccc3OC)CC2)cc1	94	99	101	97	94	3	-1	2
Cn1nc(C(=O)Nc2ccc(Cl)cc2)cc1C(=O)Nc1ccc(Cl)cc1	99	101	105	101	105	4	72*	4
CNS(=O)(=O)c1cc(C(=O)OCC(=O)NC2CCCc3ccccc32)ccc1Cl (stereo unspecified)	96	100	107	102	105	7	0	7

Overlap with the part before: 2 entries, then new ones.
Molecule	LAP4-GFP MLPCN	RPL19A-GFP yeast	MEP2-GFP yeast	CIT2-GFP yeast	AGP1-GFP MLPCN	proCasp7 act	AHR act	procasp3 activ
Cn1nc(C(=O)Nc2ccc(Cl)cc2)cc1C(=O)Nc1ccc(Cl)cc1	99	101	105	101	105	4	72*	4
CNS(=O)(=O)c1cc(C(=O)OCC(=O)NC2CCCc3ccccc32)ccc1Cl (stereo unspecified)	96	100	107	102	105	7	0	7
O=[N+]([O-])c1ccc2[nH]c(O)c(N=NC(=S)Nc3cccnc3)c2c1	94	103	107	97	109	-9	62*	2
CN(C)C(=S)c1ccc2ccccc2n1	103	104	108	107	108	4	8	0
CCOCCCNC(=S)NCCNc1nc2c(C)cccc2cc1C#N	100	100	103	101	102	-5	7	1
CC(C)(C)OC(=O)C[C@H]1C/C=C\C[C@H](CC(=O)NCCO)C(=O)N2CCC[C@@H]2COC1=O	99	95	96	102	93	1	0	-2
CCn1nc(C)c(/C=N/NC(=O)c2c[nH]c3ccccc23)c1C	98	102	99	102	102	-2	99*	-5
Cc1ccc(NC(=O)CN2CCC3(O)CCCCC3C2c2ccc3c(c2)OCO3)c(C)c1 (stereo unspecified)	100	97	102	108	101	3	5	-7
CCc1nnc(NC(=O)c2c(OC)cccc2OC)s1	99	108	102	105	108	3	2	-1
CC(=O)Nc1ccccc1-c1nc2cc(C#N)c(C#N)cc2[nH]c1=O	106	97	97	95	98	-7	17	9
CCNC(=O)CC1C(=O)N(c2ccc(OC)cc2)C(=O)N1CCOC (stereo unspecified)	104	103	131	114	95	-12	1	6
CCCC(C)n1[nH]c(=O)c2c(C)cc(C)nc21 (stereo unspecified)	88	86	95	95	93	15	1	-3
CCOc1ccc(-n2c(=O)[nH]cc(C(=O)Nc3ccc(OC)c(OC)c3)c2=O)cc1	?	?	?	?	?	-6	2	4
O=C(CN1C(=O)NC(c2ccccc2)(c2ccccc2)C1=O)NC1CCS(=O)(=O)C1 (stereo unspecified)	103	99	96	94	93	6	-1	2
COc1cccc(CNC(=O)C2CCN(S(=O)(=O)N3CCC(C)CC3)CC2)c1	91	100	103	102	96	3	-1	3
O=C(c1ccc(Cl)cc1)N1CCC(O)(CSc2ccc(Cl)cc2Cl)CC1	114	99	106	94	98	3	0	-2
O=C1CC(c2ccc(OCCCCCOc3ccc(C4CC(=O)NC4=O)cc3)cc2)C(=O)N1 (stereo unspecified)	109	98	104	106	103	-9	1	1
Cc1nc(NC(=O)COC(=O)/C=C/c2ccco2)c(Cl)cc1Cl	104	101	105	96	100	-34	0	-9
Cc1noc(C)c1NC(=O)Nc1ccc2c(c1)C(=O)N([C@H](C)CO)C[C@H](C)[C@@H](CN(C)S(=O)(=O)c1ccccc1)O2	105	96	101	107	99	2	-1	-1
C[C@@H]1COC(=O)[C@H](Cc2ccc(F)cc2)CC/C=C/C[C@@H](CC(=O)N[C@@H](CO)Cc2ccccc2)C(=O)N1	107	98	99	104	106	-3	1	4
CCOC(=O)c1ccc(NC(=O)c2nc(SC)ncc2Cl)cc1	95	104	100	100	94	-1	2	-4
COc1ccc(CC(=O)NCC2CCCN(Cc3ccc(F)cc3F)C2)cc1 (stereo unspecified)	100	100	107	101	104	-18	0	12
CSc1nc2ncc3c(n2n1)CC1c2ccccc2CCN1C3=O (stereo unspecified)	94	96	97	85	79	-2	5	-7
COC(=O)c1c(-c2ccc(OC)cc2)sc2cc3c(cc12)OCO3	109	99	90	98	97	7	10	6
O=C(NCCCSc1ccccc1)c1cc(Cl)ccc1O	162*	110	114	108	82	.	.	.
COc1ccc(/C=N/OCC(=O)N=Nc2c(O)[nH]c3ccc(Br)cc23)cc1	100	93	95	.	96	4	7	-1
Cc1cccc(NC(=O)NC(C)C(c2ccccc2)N2CCN(C)CC2)c1 (stereo unspecified)	91	99	99	105	98	2	3	4

The results go on:
Molecule	LAP4-GFP MLPCN	RPL19A-GFP yeast	MEP2-GFP yeast	CIT2-GFP yeast	AGP1-GFP MLPCN	proCasp7 act	AHR act	procasp3 activ
Cc1cccc(C)c1NC(=S)N(CCN(C)C)C(C)c1cccnc1 (stereo unspecified)	96	96	93	96	97	6	9	3
CN(CCc1ccccn1)C(=O)CCC1CCCN(C(=O)c2c3c(nn2C)CCCC3)C1 (stereo unspecified)	95	98	102	84	100	5	2	3
Cc1ccc(NC(=O)CCn2nc(C)cc2C)c(C)c1	101	103	104	115	110	10	2	6
O=C(COc1ccccc1)NCC(c1ccco1)N1CCN(c2ccccc2)CC1 (stereo unspecified)	97	109	107	109	112	9	2	0
c1ccc(CN2C3=NCCN3c3ccccc32)cc1	85	101	98	103	93	3	2	-1
O=C(c1ccc([N+](=O)[O-])cc1)N(c1ccccn1)c1ccccn1	112	103	113	101	108	15	2	2
COc1cc(CNCc2cccnc2)ccc1OCc1ccccc1	105	96	97	94	100	6	10	6
COc1cc2nc(CN3CCOCC3)n(CC(=O)NCC(F)(F)F)c(=O)c2cc1OC	107	94	100	102	105	1	0	-3
CCOC(=O)CN(C(=O)Cn1nnc(-c2ccc(C)cc2)n1)C(CC)C(=O)NC1CCCC1 (stereo unspecified)	97	101	102	102	104	-11	6	3
c1cncc(C(c2nnnn2C2CCCCC2)N2CCN3CCCC3C2)c1 (stereo unspecified)	104	102	106	101	100	9	-1	-4
CCN(Cc1cc2ccccc2[nH]c1=O)C(=O)c1cccnc1	104	94	98	98	108	-6	1	2
Cc1ccc(NC(=O)c2ccc(S(=O)(=O)N3CCOCC3)cc2)nc1	99	104	100	108	104	-10	-1	10
COc1cc(OC)cc(C(=O)NCC(=O)OCc2ccc(Cl)c(Cl)c2)c1	106	101	105	98	104	11	4	1
COC(=O)c1ccccc1OC(=O)c1cc2ccccc2oc1=O	86	101	105	91	84	3	2	-7
